Bfl-1 inhibitors = Bfl-1 inhibitors, primary screen, biochemical, fluorescence polarization, FITC-Bid, mouse (AID 432); displacement, % at 20 µM, or IC50 in µM where a hit was titrated; actives 0.02% (n = 64,000); FITC-Bid BH3 peptide fluorescence polarization displacement; higher % means a stronger effect; in the data active means a potency from the dose series; inactive means the rest, 99 in 100 with displacement below about 15%; further: strong numbers were not always called active
TNAP inhibition = human TNAP enzyme inhibitors, biochemical, luminescent (AID 518) | actives 0.09% (n = 64,000) | purified TNAP enzyme, luminescent substrate readout; higher % means a stronger effect | one-dose inhibition, % at 20 µM; IC50 in µM for titrated hits; in the data active means a potency from the dose series; inactive means the rest, 99 in 100 with inhibition below about 22%;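 further: plate controls were vehicle for no effect and reference inhibitor for full effect; many of its hits are not listed in these tables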
LYP phosphatase = LYP phosphatase inhibitors, primary screen, biochemical, DiFMUP fluorescence, recombinant catalytic domain, 10 µM (AID 606); 52,000 tested, under 10 active; inhibition, % at 10 µM; hits with a dose series show IC50 in µM; recombinant LYP catalytic domain, DiFMUP fluorescence; higher % means a stronger effect;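 active means IC50 under 40 µM in the dose-response test; inactive means IC50 of 40 µM or more, or never dose-tested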
DPM-DC inhibit = blocks S. pneumoniae diphosphomevalonate decarboxylase. purified DPM-DC, PK/LDH coupled NADH fluorescence. calls only at 10 µM. actives 0.49% (n = 65,000). AID 556;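 active means the 320 compounds with the highest percent inhibition in the single-dose primary screen, excluding strongly autofluorescent ones, cut at about 32% in these data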;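 further: kinetic rate of NADH fluorescence loss reporting ADP formed by the decarboxylase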
HPDE-C7 viability = cytotoxicity in HPDE-C7 cells, cell-based, fluorescence, HTS (AID 430); HPDE-C7 pancreatic duct cells viability, fluorescence; higher % means a stronger effect; actives 1.8% (n = 63,000); cytotoxicity, % at 10 µM; hits with a dose series show EC50 in µM;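 further: cells exposed to compound for 48 hours before viability readout; 0% = vehicle and 100% = reference cytotoxic drug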
HT1080 viability = cytotoxicity in HT1080 fibrosarcoma cells, cell-based, fluorescence readout (AID 620) | HT1080 viability, fluorescence; higher % means a stronger effect | cytotoxicity, % at 10 µM, or EC50 in µM where a hit was titrated | actives 0.42% (n = 87,000);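 further: cells exposed to compound overnight then 4 h with Alamar Blue; 0% = vehicle DMSO and 100% = killing control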
Spn MK inh = S. pneumoniae mevalonate kinase inhibition; purified MK, PK/LDH-coupled NADH absorbance 340 nm; AID 555; inhibition, % at 10 µM; actives 0.48% (n = 65,000);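 active means ranked among the strongest by inhibition in the single 10 µM screen, a fixed top-ranked set picked for dose follow-up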; further: no value below 0 was filed
HPDE-C7K KRASV12 = viability loss of HPDE-C7K cells – cell-based, fluorescence, HTS, primary screen (AID 431); actives 1.7% (n = 63,000); HPDE-C7K KRASV12 cells, Alamar Blue viability, 48 h; higher % means a stronger effect; cytotoxicity, % at 10 µM; hits with a dose series show EC50 in µM;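 active means compounds whose percent cytotoxicity in the single-dose primary screen, scaled between solvent and toxic-drug controls, exceeds 50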;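 further: 0% = DMSO solvent wells and 100% = doxorubicin-treated wells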
Spn PMK inh = blocks S. pneumoniae phosphomevalonate kinase; purified PMK, PK/LDH-coupled NADH absorbance 340 nm; actives 0.49% (n = 65,000); inhibition, % at 10 µM;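 active means top-ranked compounds by inhibition in the single 10 µM screen, taking a fixed number of the strongest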;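 further: 0% = full reaction with DMSO carrier and 100% = background rate without enzyme reaction; no value below 0 was filed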
Spn PMK inh pilot replicates = recorded beside Spn PMK inh, whose call it bears; inhibition, %; measured here: pilot screen replicates
Spn MK inh pilot replicates = recorded beside Spn MK inh, whose call it bears; inhibition, %; measured here: pilot screen replicates
DPM-DC inhibit pilot screen % = also measured in DPM-DC inhibit; calls as there; inhibition, %; measured here: pilot screen trials
An asterisk follows results filed as active; i = inactive; . = no result given. Unless noted, no stated cut-off is given here; in the data, active means cytotoxicity above about 50%; inactive means the rest. The order is random; any-hit rate near 3.3%.

SMILES | Bfl-1 inhibitors | TNAP inhibition | LYP phosphatase | DPM-DC inhibit | HPDE-C7 viability | HT1080 viability | Spn MK inh | HPDE-C7K KRASV12 | Spn PMK inh | others
CCOC(=O)C1CCCN(C(=O)c2cc3c(C)nc4ccccc4c3o2)C1 (stereo not given) | 7% | 3% | 12% | i | -37% | -11% | 4 | -15% | 6 | Spn PMK inh pilot replicates=3.5;Spn MK inh pilot replicates=3.5;DPM-DC inhibit pilot screen %=0.0
CNC(=O)NC(=O)COC(=O)CCCOc1ccc(OC)cc1 | 4% | 10% | 6% | i | -1% | 3% | 0 | 2% | 15
CCC(C(=O)NC1CCCCC1)N(CC1CCCO1)C(=O)CNS(=O)(=O)c1ccc(OC)cc1 (stereo not given) | 4% | 11% | 5% | i | -8% | -8% | 13 | -4% | 16
O=C(CCn1nnc2ccccc21)Nc1nnc(Cc2ccccc2)s1 | 3% | 16% | . | i | 7% | -3% | 11 | 8% | 5
O=C(c1ccccc1)c1ccc(OCC(O)CN2CCCCC2)cc1 (stereo not given) | 0% | 12% | -5% | i | 6% | -4% | 9 | 25% | 0
CCS(=O)(=O)c1ccc(O)c(NC(=O)c2cc(OC)c(OC)c(OC)c2)c1 | 2% | 4% | 10% | i | -8% | -3% | 0 | -11% | 0
CC(NC(=O)c1ccccc1Cl)C(=O)O (stereo not given) | 0% | 10% | -7% | i | 6% | -10% | 6 | 2% | 3
COCCCn1c(SCC(=O)N(C)C)nnc1-c1ccccc1 | -7% | -1% | . | i | -3% | 2% | 8 | -7% | 16
Cc1cccc(NC(=O)Cn2cccc2)c1 | -11% | 11% | 12% | i | 6% | 11% | 2 | -4% | 8
Cc1cc(C)c2c(=O)[nH]c(SCC(=O)N3CCCCC3)nc2n1 | -2% | -7% | 12% | i | -6% | -1% | 3 | -5% | 5
COc1ccc2cnn(Cc3ccccc3)c(=O)c2c1OC | 3% | 11% | 12% | i | -1% | 2% | 10 | 2% | 14
CCOC(=O)CCn1c2nc(C)cc(C)c2c(=O)n1-c1ccccc1 | -4% | 9% | -2% | . | -16% | -4% | 3 | 2% | 64*
Cc1nc(N2C(=O)C(=O)/C(=C(/O)c3ccccc3)C2c2ccco2)sc1C (stereo not given) | 3% | 10% | 8% | i | 24% | 5% | 9 | 26% | 5
NC(=O)c1ccsc1NC(=O)C1CC1 | 0% | 3% | -29% | i | 0% | -9% | 1 | -2% | 0
O=C1CC(N2CCCc3ccccc32)C(=O)N1c1ccccc1 (stereo not given) | -3% | 10% | 6% | i | 2% | -1% | 6 | -6% | 6
CC(=O)c1coc2ccc(OCC(=O)O)cc12 | -1% | 18% | 13% | i | -1% | -1% | 11 | 8% | 14 | Spn PMK inh pilot replicates=3.0;Spn MK inh pilot replicates=0.0;DPM-DC inhibit pilot screen %=0.0
O=C(c1ccc(S(=O)(=O)N2CCOCC2)cc1)N(c1ccc(F)cc1)C1C=CS(=O)(=O)C1 (stereo not given) | -2% | 16% | 12% | i | 10% | -15% | 8 | 3% | 11 | Spn PMK inh pilot replicates=0.0;Spn MK inh pilot replicates=0.0;DPM-DC inhibit pilot screen %=1.0
Cn1c(SCCOc2ccc(Cl)cc2)nnc1-c1ccncc1 | -5% | -6% | -1% | i | 7% | 3% | 0 | 3% | 8
CCCc1cc(C(=O)Nc2sc3c(c2C#N)CCC3)no1 | -2% | 13% | -5% | i | 6% | 1% | 10 | 10% | 2 | Spn PMK inh pilot replicates=1.0;Spn MK inh pilot replicates=3.0;DPM-DC inhibit pilot screen %=1.5
COc1ccc(CCNC(=O)c2cnc3scc(C)n3c2=O)cc1OC | 1% | 16% | -2% | i | 5% | 2% | 2 | 7% | 0 | Spn PMK inh pilot replicates=0.5;Spn MK inh pilot replicates=0.0;DPM-DC inhibit pilot screen %=8.5
O=C(c1cc(=O)c2ccccc2o1)N1CCCc2ccccc21 | -8% | 1% | -3% | i | -13% | 1% | 4 | -1% | 19
Cc1ccc(-c2ccc(S(=O)(=O)N3CCN(C)CC3)cc2)cc1 | 5% | 13% | -4% | i | 13% | -3% | 6 | -2% | 5
COc1ccc(C2C(C(=O)NCCN3CCOCC3)c3ccccc3C(=O)N2C)cc1OC (stereo not given) | 1% | 6% | . | i | -4% | -2% | 14 | -5% | 11
CCNc1nc(NC#N)nc(SCC(=O)OCC)n1 | -4% | 15% | -1% | i | -4% | -7% | 4 | -17% | 0
CCCCn1c(SCn2nnc3ccccc3c2=O)nc2cc(C(=O)OC)ccc2c1=O | 1% | 5% | -3% | i | 2% | 0% | 0 | -3% | 11
CC(Sc1ccccn1)C(=O)Nc1ccccc1 (stereo not given) | 0% | 7% | 8% | i | -4% | 2% | 20 | -16% | 11
COCCOC(=O)C1=C(C)N=c2s/c(=C\c3cccs3)c(=O)n2C1c1cccs1 (stereo not given) | 1% | 11% | 0% | i | 15% | -4% | 6 | 16% | 4 | Spn PMK inh pilot replicates=6.0;Spn MK inh pilot replicates=0.0;DPM-DC inhibit pilot screen %=0.0
CCc1ccc(NC(=O)N(CCN2CCOCC2)C2CCN(C(C)=O)CC2)cc1 | -2% | 6% | 8% | i | -14% | -7% | 0 | -4% | 8
O=C(Cn1c(CC(=O)N2CCCC2)nc2ccccc21)NCc1ccccc1 | 1% | 2% | 14% | i | 4% | 3% | 0 | -6% | 18
CCOc1ccc(C2/C(=C(/O)c3ccc(Cl)cc3)C(=O)C(=O)N2CCCN(C)C)cc1OC (stereo not given) | -2% | 1% | -13% | i | . | 1% | 11 | . | 3
Cc1ccc2c(C(=O)CN3CCCC3)c(C)[nH]c2c1 | -1% | 10% | . | i | 14% | 3% | 6 | 24% | 7
CCc1nnc(NC(=O)c2cc3ccccc3oc2=O)s1 | 5% | 11% | 13% | i | 4% | -9% | 0 | 8% | 17 | Spn PMK inh pilot replicates=5.0;Spn MK inh pilot replicates=9.0;DPM-DC inhibit pilot screen %=2.5
CCc1c(C)nc(N2CCOCC2)[nH]c1=O | -3% | 8% | . | i | -13% | 2% | 0 | -17% | 7
O=C(O)C1CCCCC1C(=O)NCCCCc1ccccc1 (stereo not given) | -2% | 8% | . | i | . | -9% | 6 | . | 10
Cc1cc(C)nc(SCSc2nc(C)cc(C)n2)n1 | 3% | 4% | 13% | i | -15% | -4% | 6 | -12% | 7
Cc1c(C(=O)N2CCCC2)sc(NC(=O)c2cccs2)c1C#N | -3% | 2% | 1% | i | -9% | -3% | 6 | 9% | 9 | Spn PMK inh pilot replicates=2.0;Spn MK inh pilot replicates=0.0;DPM-DC inhibit pilot screen %=0.0
c1ccc2c(c1)N1CCN=C1N2CCN1CCCCC1 | -7% | 9% | . | i | -4% | 16% | 0 | 7% | 14
COCCn1c(CN2CCN(c3ccc(F)cc3)CC2)nc2c1c(=O)n(C)c(=O)n2C | 1% | 4% | -3% | i | 0% | 4% | 7 | 0% | 0
CN(c1ccc(C(=O)Nc2ccccc2C(F)(F)F)cc1)S(C)(=O)=O | 0% | 14% | 5% | i | -6% | 11% | 3 | -1% | 6
COc1ccc(NC(=O)c2c(NC(=O)CNCc3ccco3)sc3c2CCC3)c(OC)c1 | -5% | 0% | 7% | i | 17% | -9% | 3 | 4% | 8
N#Cc1cnc(SCC(=O)c2ccccc2)nc1N | -4% | 17% | -10% | i | -1% | 0% | 0 | 9% | 12 | Spn PMK inh pilot replicates=3.5;Spn MK inh pilot replicates=1.0;DPM-DC inhibit pilot screen %=1.0
OCCN(CCO)c1ncnc2c1sc1nc(N3CCOCC3)c3c(c12)CCCC3 | -1% | 1% | 2% | i | -4% | -7% | 0 | 34% | 3
COc1ccc(C(=O)Nc2nnc(C(F)(F)F)s2)cc1 | -3% | 8% | 10% | i | -52% | 67%* | 0 | -18% | 8
CCOC(=O)Cc1csc(Nc2c(C)n(C)n(-c3ccccc3)c2=O)n1 | -1% | 5% | -1% | i | -7% | -6% | 5 | -6% | 12
CCOC(=O)N1CCN(c2nc3c(c(=O)[nH]c(=O)n3C)n2Cc2ccccc2Cl)CC1 | 1% | 7% | . | i | 3% | -2% | 4 | 12% | 9
O=C1c2ccccc2C(=O)N1CCCC(=O)N1CCc2ccccc21 | -6% | 7% | -9% | i | -1% | . | 6 | -2% | 0
Cn1c(N)c(C(=O)CSc2ccc3c(c2)OCCO3)c(=O)n(C)c1=O | 1% | 7% | 0% | i | 8% | 2% | 1 | 4% | 0
COc1ccccc1NC(=O)CN1CCN(CC(=O)Nc2ccc(OCc3ccccc3)cc2)CC1 | -4% | 5% | -3% | i | 34% | 4% | 0 | 28% | 5
Cc1cc(-c2ccc(N3C(=O)CCC3=O)c(C)c2)ccc1N1C(=O)CCC1=O | 2% | 10% | -2% | i | 3% | -2% | 6 | -3% | 0

Molecules listed so far that have an aryl thioether with sulfur outside any ring (9):
SMILES | Bfl-1 inhibitors | TNAP inhibition | LYP phosphatase | DPM-DC inhibit | HPDE-C7 viability | HT1080 viability | Spn MK inh | HPDE-C7K KRASV12 | Spn PMK inh | others
COCCCn1c(SCC(=O)N(C)C)nnc1-c1ccccc1 | -7% | -1% | . | i | -3% | 2% | 8 | -7% | 16
Cc1cc(C)c2c(=O)[nH]c(SCC(=O)N3CCCCC3)nc2n1 | -2% | -7% | 12% | i | -6% | -1% | 3 | -5% | 5
Cn1c(SCCOc2ccc(Cl)cc2)nnc1-c1ccncc1 | -5% | -6% | -1% | i | 7% | 3% | 0 | 3% | 8
CCNc1nc(NC#N)nc(SCC(=O)OCC)n1 | -4% | 15% | -1% | i | -4% | -7% | 4 | -17% | 0
CCCCn1c(SCn2nnc3ccccc3c2=O)nc2cc(C(=O)OC)ccc2c1=O | 1% | 5% | -3% | i | 2% | 0% | 0 | -3% | 11
CC(Sc1ccccn1)C(=O)Nc1ccccc1 (stereo not given) | 0% | 7% | 8% | i | -4% | 2% | 20 | -16% | 11
Cc1cc(C)nc(SCSc2nc(C)cc(C)n2)n1 | 3% | 4% | 13% | i | -15% | -4% | 6 | -12% | 7
N#Cc1cnc(SCC(=O)c2ccccc2)nc1N | -4% | 17% | -10% | i | -1% | 0% | 0 | 9% | 12 | Spn PMK inh pilot replicates=3.5;Spn MK inh pilot replicates=1.0;DPM-DC inhibit pilot screen %=1.0
Cn1c(N)c(C(=O)CSc2ccc3c(c2)OCCO3)c(=O)n(C)c1=O | 1% | 7% | 0% | i | 8% | 2% | 1 | 4% | 0
